# High-throughput results deposited in PubChem BioAssay by National Center for Advancing Translational Sciences (NCATS).
# Pol beta inh – inhibitors of human DNA polymerase beta. P06746. Pol beta primer extension/strand displacement, fluorescence kinetic. Potency, µM (titrated, usually from 114 µM), inactives show at the top dose activity change, negative = inhibition, hits mostly inhibitors. hit rate 1.3% among 340,000. AID 485314; further: potency means the concentration at half of the fitted maximal effect; on the % scale 0 is the no-effect control and ±100 the full control effect
#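 Enzyme-only controls used 10 nM Pol beta; buffer lacking enzyme served as negative control. Compound preincubated 15 min, then 50 nM substrate added; 0 and 10 min reads at room temperature.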
# Anesthetic bind – candidate novel general anesthetic via apoferritin binding. P02791. apoferritin/1-aminoanthracene competitive binding, fluorescence. Potency, µM (highest dose often 77.5 µM), for inactives: at the highest dose activity change, negative = displacement, actives largely listed as inhibitors. hit rate 0.074% among 350,000. AID 485281; further: potency means the concentration at half of the fitted maximal effect; on the % scale 0 is the no-effect control and ±100 the full control effect; nearly all actives have a fitted effect of over 20% in size
# Target sequence (P02791 2-175 limits assumed): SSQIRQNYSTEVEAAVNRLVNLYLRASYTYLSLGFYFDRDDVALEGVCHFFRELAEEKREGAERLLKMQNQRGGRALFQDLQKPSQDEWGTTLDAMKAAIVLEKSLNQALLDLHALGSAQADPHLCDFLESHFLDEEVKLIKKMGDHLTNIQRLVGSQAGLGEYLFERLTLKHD
#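 Steps: apoferritin (10 uM) was premixed with half-saturated 1-AMA in PBS, compounds were pin-transferred, plates stood 10 min at room temperature, fluorescence was read at 380/535 nm, and curves were fitted with a Hill equation.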
# APEX1 inh – APE1 (human) endonuclease inhibition; P27695; Potency, µM (titrated, usually from 65.8 µM), for the others: at the top dose activity change, negative = inhibition, most hits filed as inhibitors; recombinant APE1, TAMRA/BHQ-2 abasic DNA cleavage fluorescence; hit rate 0.35% among 350,000;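 further: potency means the concentration at half of the fitted maximal effect; plate controls were vehicle for no effect and reference inhibitor for full effect; nearly all actives have a fitted effect of over 55% in size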
#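 Activity was derived from the fluorescence gain between first and third kinetic reads (60 s intervals, ex 525/em 598 nm) after 50 nM THF-abasic TAMRA/BHQ-2 duplex was added to 0.75 nM APE1 preincubated 15 min with compound.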
# POLK inh – DNA polymerase kappa (human) inhibition; purified Pol kappa, fluorescent DNA synthesis assay, 10 min; Potency, µM (doses to about 107 µM), inactives show at the highest dose activity, negative = inhibition, most hits filed as inhibitors; hit rate 0.53% among 400,000; AID 588579; further: potency means the concentration at half of the fitted maximal effect; on the % scale 0 is the no-effect control and ±100 the full control effect
#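 Activity was followed as the change in fluorescence between reads at 0 and 10 min after starting the reaction with 50 nM substrate. Beforehand, 10 nM polymerase had been preincubated with compound for 15 min at room temperature.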
# BLM helicase inh – Bloom syndrome helicase (human) inhibition. Potency, µM (top dose mostly 56.1 µM), for the others: at the top dose activity change, negative = inhibition, actives largely listed as inhibitors. P54132. hit rate 0.2% among 350,000. recombinant BLM DNA unwinding, fluorescence dequenching;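 further: potency means the concentration at half of the fitted maximal effect; plate controls were vehicle for no effect and no enzyme for full effect; nearly all actives have a fitted effect of over 35% in size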
# Glioma ERSR ind – ER stress response induction in glioma; U87-MG GRP78 promoter luciferase reporter, 16 h; Potency, µM, without a hit: at the highest dose activation, actives largely listed as activators; hit rate 0.02% among 420,000; AID 602332; further: potency means the concentration at half of the fitted maximal effect; series mostly up to about 76 µM; % of control where 0% means no effect; nearly all actives have a fitted effect of over 35% in size
#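 Stably transfected U87-MG glioma cells carrying a GRP78-based luciferase sensor; 16 h compound incubation. Luminescence end-point read 10 min after Bright-Glo addition at room temperature.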
# Pol iota inh – blocks human DNA polymerase iota activity | AID 588590 | Potency, µM (doses to about 115 µM), without a hit: at the top dose activity, negative = inhibition, most hits filed as inhibitors | Q9UNA4 | hit rate 1% among 390,000 | Pol iota fluorescent replication assay, 10 min; further: potency means the concentration at half of the fitted maximal effect
#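 Pol iota at 10 nM preincubated 15 min with compounds at room temperature; reaction started with fluorescent substrate, 50 nM final. Fluorescence read kinetically at 0 and 10 min; buffer-only wells as negative control.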
# LDHA inh – LDHA (human) enzyme inhibition. P00338. purified LDHA, NADH/diaphorase-resazurin fluorescence; hits give low values. activity change, % (values are at about 110 or 230 µM). hit rate 0.15% among 480,000. AID 1347041; in the data active means activity change below about -30%; inconclusive means mostly about -25% to -30%;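 further: plate controls were DMSO wells for no effect and wells without enzyme for full effect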
#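 Resorufin fluorescence (ex540/em590), read at 0 and 20 min after diaphorase/resazurin addition, reports the NADH left after a 5 min room-temperature reaction of 2 nM human LDH5 with 0.06 mM NADH and 0.2 mM pyruvate.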
# Pol eta inh – DNA polymerase eta (human) inhibition; Q9Y253; recombinant Pol eta, fluorescent DNA replication assay; Potency, µM (doses to about 114 µM), inactives show at the highest dose activity change, negative = inhibition, actives largely listed as inhibitors; hit rate 1.2% among 390,000; further: potency means the concentration at half of the fitted maximal effect; on the % scale 0 is the no-effect control and ±100 the full control effect
# Target sequence (Q9Y253 whole entry, looked up): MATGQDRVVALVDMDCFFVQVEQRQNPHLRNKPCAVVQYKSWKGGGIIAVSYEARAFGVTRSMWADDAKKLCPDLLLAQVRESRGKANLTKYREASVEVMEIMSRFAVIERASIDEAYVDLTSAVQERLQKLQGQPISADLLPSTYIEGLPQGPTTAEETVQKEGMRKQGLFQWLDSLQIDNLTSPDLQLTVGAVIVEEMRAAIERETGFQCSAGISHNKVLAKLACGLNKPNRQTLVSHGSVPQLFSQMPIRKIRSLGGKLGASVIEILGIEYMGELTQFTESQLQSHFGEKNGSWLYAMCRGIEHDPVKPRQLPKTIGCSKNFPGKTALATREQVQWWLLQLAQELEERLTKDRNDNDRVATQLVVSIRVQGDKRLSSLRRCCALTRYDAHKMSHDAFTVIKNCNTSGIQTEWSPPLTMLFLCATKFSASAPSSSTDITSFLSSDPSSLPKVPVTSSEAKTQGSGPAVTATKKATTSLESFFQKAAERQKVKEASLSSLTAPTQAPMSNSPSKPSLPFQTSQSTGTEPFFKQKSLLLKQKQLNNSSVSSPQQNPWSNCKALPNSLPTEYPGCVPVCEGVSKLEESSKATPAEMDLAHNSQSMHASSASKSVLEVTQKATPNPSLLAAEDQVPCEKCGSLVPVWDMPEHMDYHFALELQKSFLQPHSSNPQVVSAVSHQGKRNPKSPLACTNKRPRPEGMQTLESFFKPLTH
#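 Pol eta (10 nM) was preincubated with compounds for 15 min at room temperature, after which fluorescent replication substrate (50 nM final) was added to start the reaction. Fluorescence was read kinetically at 0 and 10 min.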
# * marks the source's active call; other numbers are inactive results; ? = inconclusive; · = not tested or not shown; & = joins results of further samples; [ ] = dose if it differs, or a comment. Unless noted, the call rests on the fitted dose curve; in most records, active means well fitted curve in the direction sought with a large enough effect; inconclusive means small, poorly fitted or top-dose-only effect, or another doubt; inactive means no such curve, though single readings can be large; an effect the other way counts as inactive or inconclusive. Only part of the results is shown; rates above refer to the full screens.
# The opening twelve entries (preview)
Pol beta inh	Anesthetic bind	APEX1 inh	POLK inh	BLM helicase inh	Glioma ERSR ind	Pol iota inh	LDHA inh	Pol eta inh	Structure
-3%	-7%	-2%	-2%	-3%	0%	-14%	-2	-3%	S=c1[nH]nc(-c2ccccn2)n1/N=C/c1ccc(Cl)c(Cl)c1
-14%	-3%	0%	7%	-4%	-2%	25%	-1	-9%	O=C(O)C1C2CC2CN1C(=O)c1ccc(Cl)cc1 (centres undefined)
·	·	3%	-10%	·	-4%	47%[activator]	20	-19%	Cc1ccc(NC(=O)CCc2ccc(S(=O)(=O)N3CCOCC3)cc2)c(O)c1
-29%	-10%	·	11%	-10%	-11%	24%	-3	-18%	FC(F)(F)c1cc(Nc2nc3ccccc3c3nncn23)ccc1Cl
-23%	-13%	·	-6%	-4%	-2%	0%	4	-10%	COc1cccc(C(=O)Nc2ccccc2-c2nnc(-c3cccc(OC)c3)o2)c1
0%	-24%	?	-2%	-1%	-1%	19%	-9	9%	Cc1sc2nc(CC(=O)NN)[nH]c(=O)c2c1C
0%	-11%	2%	-8%	0%	-2%	14%	2	2%	CC(C)CC(OC(=O)c1nsc(Cl)c1Cl)C(=O)NCc1cccs1 (centres undefined)
?	12%	·	-9%[60.1 µM]	0%	-2%	6%	-5	-4%	Cc1ccc(-n2nc(C(=O)NCCN(C)C)c(=O)n(C)c2=O)cc1
-24%	-12%	4%	-9%	-11%	1%	-2%	-12	3%	CC(c1nc2ccccc2c(=O)[nH]1)N1CCOCC1 (centres undefined)
0%	?	-2%	-13%	-6%	-3%	-1%	-3	-17%	Cc1cc(C)c(NC(=O)/C(=C/c2ccccc2)c2ccccc2)c(C)c1
1%	-13%	4%	-14%	-11%	-8%	?	2	?	CC1=CSC2=NC(=O)/C(=C\c3cccn3-c3ccc([N+](=O)[O-])cc3)C(=N)N12
·	·	·	6%	·	-12%	?	2	·	CC(=O)N1CCN(/[N+]([O-])=N/Oc2ccc([N+](=O)[O-])cc2[N+](=O)[O-])CC1

# The whole of this part, repeating the preview:
Pol beta inh	Anesthetic bind	APEX1 inh	POLK inh	BLM helicase inh	Glioma ERSR ind	Pol iota inh	LDHA inh	Pol eta inh	Structure
-3%	-7%	-2%	-2%	-3%	0%	-14%	-2	-3%	S=c1[nH]nc(-c2ccccn2)n1/N=C/c1ccc(Cl)c(Cl)c1
-14%	-3%	0%	7%	-4%	-2%	25%	-1	-9%	O=C(O)C1C2CC2CN1C(=O)c1ccc(Cl)cc1 (centres undefined)
·	·	3%	-10%	·	-4%	47%[activator]	20	-19%	Cc1ccc(NC(=O)CCc2ccc(S(=O)(=O)N3CCOCC3)cc2)c(O)c1
-29%	-10%	·	11%	-10%	-11%	24%	-3	-18%	FC(F)(F)c1cc(Nc2nc3ccccc3c3nncn23)ccc1Cl
-23%	-13%	·	-6%	-4%	-2%	0%	4	-10%	COc1cccc(C(=O)Nc2ccccc2-c2nnc(-c3cccc(OC)c3)o2)c1
0%	-24%	?	-2%	-1%	-1%	19%	-9	9%	Cc1sc2nc(CC(=O)NN)[nH]c(=O)c2c1C
0%	-11%	2%	-8%	0%	-2%	14%	2	2%	CC(C)CC(OC(=O)c1nsc(Cl)c1Cl)C(=O)NCc1cccs1 (centres undefined)
?	12%	·	-9%[60.1 µM]	0%	-2%	6%	-5	-4%	Cc1ccc(-n2nc(C(=O)NCCN(C)C)c(=O)n(C)c2=O)cc1
-24%	-12%	4%	-9%	-11%	1%	-2%	-12	3%	CC(c1nc2ccccc2c(=O)[nH]1)N1CCOCC1 (centres undefined)
0%	?	-2%	-13%	-6%	-3%	-1%	-3	-17%	Cc1cc(C)c(NC(=O)/C(=C/c2ccccc2)c2ccccc2)c(C)c1
1%	-13%	4%	-14%	-11%	-8%	?	2	?	CC1=CSC2=NC(=O)/C(=C\c3cccn3-c3ccc([N+](=O)[O-])cc3)C(=N)N12
·	·	·	6%	·	-12%	?	2	·	CC(=O)N1CCN(/[N+]([O-])=N/Oc2ccc([N+](=O)[O-])cc2[N+](=O)[O-])CC1
49%	-14%	3%	1%	-3%	1%	30%[activator]	-6	-28%	CC(C)c1ccc(OCc2ccc(C(=O)NN3CCN(C)CC3)o2)cc1
-5%	3%	2%	2%	-5%	-3%	-4%	0	-13%	Cc1cccc(Nc2nnc(SCC(=O)N(C)C3CCS(=O)(=O)C3)s2)c1C (centres undefined)
-22%	?	3%	-29%	-8%	-4%	19%	0	-2%	CC(=O)NCCn1c(SCc2ccc(C)cc2C)nc2ccccc2c1=O
·	·	-17%	-5%	·	-3%	56%[activator]	-3	-14%	O=C(COC(=O)c1cnccn1)NCCc1ccc(Cl)cc1
1%	-8%	56%[activator]	-6%	1%	-4%	3%	-11	-1%	CC(C)(C)OC(=O)N[C@@H](COCc1ccccc1)C(=O)N[C@@H](CO)[C@H](O)[C@@H]1C[C@@H]1C(=O)N1CCCC1
·	·	12%	-3%	·	-3%	17%	-12	0%	CCOC(=O)C1CCCN(S(=O)(=O)CCNC(=O)c2ccc3c(c2)OCO3)C1 (centres undefined)
·	·	2%	2%	·	-4%	22%	-4	-4%	CC(C)CN(C(=O)COC(=O)C1=COCCO1)c1c(N)n(Cc2ccccc2)c(=O)[nH]c1=O
10%	-6%	·	-4%	-5%	0%	-11%	-9	-5%	CCOc1ccc(S(=O)(=O)N2CCN(c3cc(Cl)ccc3Cl)CC2)c2ccccc12
?	-10%	-1%	·	-12%	·	·	·	·	COc1cc(/C=C(/C#N)c2nc(-c3cc4ccccc4oc3=O)cs2)cc([N+](=O)[O-])c1O
0%	0%	10%	-10%	-7%	-6%	19%	-1	7%	O=C(Cn1nnc(-c2ccccc2)n1)N1CCN(S(=O)(=O)c2ccc(Cl)cc2)CC1
1%	-3%	5%	3%	-1%	0%	3%	-4&-5	4%	Cc1ccc(S(=O)(=O)N(CC(=O)N2CCC(C(N)=O)CC2)c2cccc(C(F)(F)F)c2)cc1
12%	6%	-5%	-5%	-8%	-2%	23%	0	0%	Cc1ccc(S(=O)(=O)c2cc3c(=O)n4ccccc4nc3n(C3CCCC3)c2=N)cc1
·	·	·	-7%	·	2%	?	3	·	CC(C)(C)c1nnc(NC(=O)C2CCN(C(=O)c3ccccc3)CC2)s1
15%	-6%	3%	-8%	0%	-2%	20%	-2	-2%	O=C(NCc1ccncc1)c1cc2ccccc2nc1Cl
-23%	0%	1%	1%	-1%	-5%	13%	-3	-9%	Cn1c(SCC(=O)Nc2cc([N+](=O)[O-])ccc2F)nnc1C(F)(F)F
·	·	45%	-4%	·	-5%	4%	-1	-1%	Cc1cc(C(=O)CCC(=O)N2CCN(S(=O)(=O)c3ccccc3)CC2)c(C)s1
-4%	-14%	-20%	-3%	-10%	-7%	-5%	5	-25%	CCCc1[nH]c2ccc(C#N)cc2c1CCC
5%	-3%	0%	-23%	-4%	-4%	3%	-7&-1	1%	Cc1ccc(CCNC(=O)c2nn(C)c3c2CS(=O)(=O)c2ccccc2-3)cc1
33%	-12%	6%	-7%	-3%	0%	4%	-1	-16%	Cc1cccc(C)c1OCc1cc(C(=O)NCc2cn(C)nc2C)no1
7%	-14%	5%	-13%	0%	-5%	-4%	-7	3%	O=C(c1cn[nH]c1)c1cc(F)ccc1O
-6%	-4%	-5%	-5%	1%	-2%	23%	-3	-21%	CC(C)(C)c1cc(NC(=O)c2ccco2)n(-c2ccccc2)n1
13%	?	-1%	0%	2%	-2%	3%	-1	-30%	Nc1cccc(Oc2ccc([N+](=O)[O-])cc2)c1
0%	-11%	19%	-18%	1%	0%	28%	2	-13%	COCCCNC(=O)c1c(N)n(-c2ccc3c(c2)OCO3)c2nc3ccccc3nc12
8%	-3%	-9%	2%	-2%	-3%	181%[activator]	-2	-14%	COc1ccc(NC(=O)CSc2nncn2C)cc1
?	6%	·	-12%	-9%	-2%	-4%	-4	1%	CC1CCN(c2cc3c(cc2F)c(=O)c(S(=O)(=O)c2ccc(Cl)cc2)cn3C)CC1
34%	-8%	-1%	-21%	5%	0%	3%	-3	-3%	CCCCNC(=O)c1cnc2n(c1=O)CCS2
·	·	2%	-1%	·	-4%	-6%	0	-16%	CCOC(=O)[C@H]1[C@H]2COc3cc(OC)ccc3[C@@H]2N2C(=O)c3cc(F)ccc3NC(=O)[C@@]12C
-25%	-13%	-8%	-13%	-2%	-2%	6%	-3	3%	O=C(O)c1ccc(C(=O)O)c(C(=O)c2ccccc2)c1
